Compound activity (PubChem)
ADAM10 inh: inhibitors of human ADAM10; O14672; recombinant ADAM10, EDANS/DABCYL FRET peptide cleavage, 3 h; inhibition, % at 7 µM; hit rate 0.62% among 370,000;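 active = inhibition above a per-campaign cutoff equal to the mean of compounds falling between control-based bounds plus 3 SD, cut at about 20% in these data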;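 also: 0% = DMSO wells while the 100% control is not disclosed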
ADAM17 inh: inhibitors of human ADAM17; hit rate 0.83% among 370,000; recombinant ADAM17, EDANS/DABCYL FRET peptide cleavage; inhibition, % at 6.95 µM; AID 720648; P78536;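 active = inhibition above the mean of compounds lying between control limits plus 3 SD, set per campaign, cut at about 8.5% in these data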;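 also: 0% = DMSO-only wells as the low control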
Target sequence (P78536 215-824 limits assumed): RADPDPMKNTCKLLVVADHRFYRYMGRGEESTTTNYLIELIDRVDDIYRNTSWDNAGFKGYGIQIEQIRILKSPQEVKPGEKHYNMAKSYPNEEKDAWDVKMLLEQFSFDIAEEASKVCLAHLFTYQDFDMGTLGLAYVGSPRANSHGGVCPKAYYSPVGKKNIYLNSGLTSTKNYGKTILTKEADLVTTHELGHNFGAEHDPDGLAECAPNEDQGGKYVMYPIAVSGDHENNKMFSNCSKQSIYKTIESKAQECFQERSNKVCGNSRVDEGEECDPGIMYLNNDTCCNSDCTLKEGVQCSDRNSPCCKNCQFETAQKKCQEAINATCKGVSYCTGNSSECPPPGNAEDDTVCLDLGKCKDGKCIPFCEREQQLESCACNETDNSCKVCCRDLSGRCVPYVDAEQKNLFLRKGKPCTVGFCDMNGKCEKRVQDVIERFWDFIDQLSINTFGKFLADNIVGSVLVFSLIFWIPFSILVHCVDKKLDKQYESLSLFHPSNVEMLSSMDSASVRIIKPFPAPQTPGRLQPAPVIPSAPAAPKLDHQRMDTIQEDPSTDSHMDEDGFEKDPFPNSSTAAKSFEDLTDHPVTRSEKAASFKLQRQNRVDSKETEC
ssDAF-12 act: activators of S. stercoralis DAF-12 nuclear receptor | HEK293 ssDAF-12/GRIP1 lit1-tk-luc reporter, luminescence; % of 3 µM dafachronic acid response | activation, % at 6.8 µM | hit rate 1% among 370,000;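 active = activation above the mean over all tested compounds plus 3 SD, cut at about 0.9% in these data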;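 also: 0% = DMSO-only wells and 100% = 3 µM delta7-dafachronic acid wells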
GAA850 FXN act: frataxin GAA850 promoter activation. HEK293 lucGAA850 FXN promoter luciferase reporter, 24 h; percent of 10 µM SAHA response. activation, % at 6 µM. hit rate 0.56% among 360,000. AID 540364;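 active = activation above the average of all compounds screened plus 3 SD, cutoff fixed separately per campaign, cut at about 7.5% in these data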;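 also: 0% = DMSO wells and 100% = 10 µM SAHA wells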
hgDAF-12 ag: agonists of H. glycines DAF-12 nuclear receptor. HEK293 GAL4-hgDAF12 UAS-luciferase reporter, agonist luminescence; normalized to butyrate control. activation, % at 6.8 µM. hit rate 1.8% among 370,000. AID 687014;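 active = activation above a cutoff set at the mean of all screened compounds plus 3 SD, cut at about 10% in these data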;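 also: 0% = DMSO wells and 100% = sodium butyrate wells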
PLCb3 inh: PLC-beta3 (human) inhibition, primary screen. Q01970. Purified PLC-beta3, fluorogenic substrate, fluorescence. inhibition, % at 12.2 µM. hit rate 0.18% among 370,000; in the data active = inhibition above about 11%;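 also: 0% = median of compound wells on plate and 100% = full blocker control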
sPLA2-III inh: Blocks human group III sPLA2 activity | inhibition, % at 12.2 µM | AID 743126 | QFRET BODIPY PC-A2 liposome hydrolysis, fluorescence | hit rate 0.56% among 370,000;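 active = inhibition above mean plus 3 SD of compounds lying within the high and low control bounds, cut at about 19% in these data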;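 also: 0% = median of test compound wells and 100% = no enzyme DMSO wells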
Target sequence (Q9NZ20 whole entry, looked up): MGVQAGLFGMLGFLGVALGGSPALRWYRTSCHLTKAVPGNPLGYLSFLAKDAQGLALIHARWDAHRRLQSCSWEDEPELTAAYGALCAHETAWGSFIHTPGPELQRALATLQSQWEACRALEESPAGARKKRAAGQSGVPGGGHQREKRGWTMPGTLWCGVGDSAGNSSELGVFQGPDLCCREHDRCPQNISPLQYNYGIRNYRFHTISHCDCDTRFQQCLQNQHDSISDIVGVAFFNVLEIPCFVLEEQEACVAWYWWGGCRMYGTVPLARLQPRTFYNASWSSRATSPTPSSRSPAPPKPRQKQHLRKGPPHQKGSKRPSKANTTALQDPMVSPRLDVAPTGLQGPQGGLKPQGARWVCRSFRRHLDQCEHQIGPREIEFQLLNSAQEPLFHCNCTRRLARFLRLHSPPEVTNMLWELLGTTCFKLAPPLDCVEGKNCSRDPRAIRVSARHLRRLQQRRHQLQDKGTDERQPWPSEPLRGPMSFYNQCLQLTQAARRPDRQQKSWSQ
DAX1 inh-1: NR0B1 (DAX1) inhibition. AID 504766. HEK293 Gal4-DAX1 luciferase reporter, luminescence. hit rate 0.99% among 340,000. inhibition, % at 6.75 µM;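 active = inhibition above the mean over all tested compounds plus 3 SD, cut at about 4.2% in these data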;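 also: 0% = DAX1-transfected cells with DMSO and 100% = empty-vector control cells with DMSO; inhibition shows as a rise in luminescence from relieved DAX1 repression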
PLC-gamma1 inh: inhibitors of human phospholipase C gamma1 | hit rate 0.84% among 370,000 | P19174 | inhibition, % at 12.2 µM | purified PLC-gamma1, fluorogenic substrate, fluorescence; in the data active = inhibition above about 9.5%
hcDAF12 agonist: activators of H. contortus DAF-12 nuclear receptor; HEK293 hcDAF-12 lit1-tk-luc reporter, luminescence; 0% DMSO, 100% Δ7-dafachronic acid; activation, % at 6.8 µM; hit rate 1.4% among 370,000; AID 652067;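 active = activation above the mean of all tested compounds plus 3 SD, cut at about 5.5% in these data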;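 also: 100% = response to 3 µM Δ7-dafachronic acid high control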
DAX1 inh-2: DAX1 (NR0B1) inhibition, primary screen | HEK293T StAR-luciferase reporter, SF-1/DAX-1 repression relief | inhibition, % at 6.8 µM | hit rate 1.1% among 370,000 | AID 652010;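 active = inhibition above the mean over all tested compounds plus 3 SD, cut at about 3.6% in these data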;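 also: 0% = DAX-1 cells with DMSO and 100% = cells lacking DAX-1 with DMSO; higher inhibition means more luminescence from relief of DAX-1 repression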
The depositor's hits bear a star; / = no result given; & = joins results of further samples.

SMILES	ADAM10 inh	ADAM17 inh	ssDAF-12 act	GAA850 FXN act	hgDAF-12 ag	PLCb3 inh	sPLA2-III inh	DAX1 inh-1	PLC-gamma1 inh	hcDAF12 agonist	DAX1 inh-2
CS(=O)(=O)c1ccc2nc(NC(=O)CN3CCCCCC3)sc2c1	-4	-3	-1.0	-2.2	-0.9	3	-2	1.0	3	-0.2	-0.3
CC(C)Oc1cc(F)ccc1-c1cc(C(=O)NCc2cccnc2)[nH]n1	-10	-3	-1.1	0.4	0.4	1	-10	/	0	0.1	-0.1
COC(=O)c1cc(Br)c(=O)n(-c2cc(C)on2)c1	-6	-6	-0.4	-0.5	-0.2	2	-5	2.8	0	-3.0	0.4
CC(C)CN(C(=O)c1cc(=O)[nH]c2ccccc12)c1c(N)n(Cc2ccccc2)c(=O)[nH]c1=O	-14	-6	-1.1	-2.0	-0.4	-9	-1	-0.2	-6	1.9	2.1
COc1cc2cc(C(=O)N/N=C/c3ccc(F)cc3)[nH]c2cc1OC	-93	-40	-1.4	-0.5	-0.4	-168	-10	0.9	-124	-2.8	-0.4
CCOc1ccc(C2C3=C(CCCC3=O)Nc3nc(C(F)(F)F)nn32)cc1OC (configuration not stated)	-47	-16	-1.3	-0.1	-2.7	-3	9	-0.8	-7	-1.0	0.2
O=C(Cc1ccccc1F)Nc1cc(S(=O)(=O)N2CCCC2)ccc1Cl	-8	-6	-1.1	3.5	-3.4	-5	-3	0.3	0	-1.6	0.5
COC(=O)Cn1c(=NC(=O)c2nc3ccccc3s2)sc2cc(S(C)(=O)=O)ccc21	-4	1	-0.5	/	1.8	-18	4	/	-14	4.8	-0.2
CCc1ccc(-n2c(Cc3ccccc3)n[nH]c2=S)cc1	8	-1	-2.3	1.0	-0.4	-6	11	-0.1	2	-0.5	-1.3
N#Cc1ccsc1NC(=O)CCS(=O)(=O)c1ccccc1	-8	1	-0.6	1.6	-0.2	-3	0	-0.1	-3	-0.8	1.7
Cc1cc(C)n(-c2c(F)c(F)c(CN3CCCCC3)c(F)c2F)n1	-2	-2	-0.9	-0.5	0.6	-1	3	-0.1	-1	0.2	0.8
COc1ccc(O)c(-c2nc(N)nc(N)n2)c1	-4	-2	-0.9	3.5	10	-136	3	-0.2	-98	-2.0	0.0

Later entries:
SMILES	ADAM10 inh	ADAM17 inh	ssDAF-12 act	GAA850 FXN act	hgDAF-12 ag	PLCb3 inh	sPLA2-III inh	DAX1 inh-1	PLC-gamma1 inh	hcDAF12 agonist	DAX1 inh-2
Cc1ccc(NC(=O)OC2CC3CC2[C@H]2CCCCN2C3)cc1C (some centres not stated)	-1	-1	-1.1	/	7.5	0	2	/	-1	0.2	0.4
CCC(=O)N1CCCc2cc(S(=O)(=O)N3CCN(c4ccccn4)CC3)ccc21	3	3	-1.7	-2.6	-4.2	4	0	-0.8	3	-2.6	-1.3
CCCCc1c(-c2ccc(Br)cc2)ncn1CCc1ccccc1OC	-5	0	-1.3	/	-1.3	5	-8	/	0	-0.7	-2.1
Cc1ccc(-n2c(-c3ccco3)nc3nc4ccccc4nc32)cc1F	-172	-40	-1.7	2.5	1.5	-32	3	-2.2	-15	0.8	-0.3
O=C1S/C(=C\c2cccs2)C(=O)N1c1ccc(O)cc1	-4	-1	0.6	6.4	7.6	-10	-9	1.6	6	1.9	0.6
OCCN1CCN(C(=S)c2ccc(Cl)cc2)CC1	5	-1	-1.4	2.7	0.9	3	-2	0.9	-1	-1.6	0.4
CC(C)(O)c1[nH]c2ccc(C#N)cc2c1C(C)(C)O	-4	-4	-1.5	/	0.7	-9	0	/	0	-3.1	-0.5
CCn1ncc(Br)c1C(=O)Nc1ccc(OC(F)(F)F)cc1	7	3	-1.6	1.9	-2.5	-6	3	1.7	-2	-2.2	0.0
O=C(Cn1cnc2c(nc3n2CCCCC3)c1=O)Nc1cccc(C(F)(F)F)c1	-6	-3	-1.4	-0.9	1.5	-3	1	0.3	-1	-1.2	-0.6
Cc1c(NC(=S)NC(=O)COc2ccccc2)c(=O)n(-c2ccccc2)n1C	4	3	-1.3	-0.6	-2.5	2	3	-1.9	1	-0.1	0.2
CCOc1ccccc1N=C1NC(=O)CS1	-3	2	-1.2	-1.0	0.4	4	3	1.1	-3	-0.3	0.0
COCCNC(=O)c1ccc(N(C)S(=O)(=O)c2ccc(OC)c(OC)c2)cc1	-2	-7	-1.2	2.1	-1.1	0	-2	0.0	-1	-0.6	-0.1

Remaining list, next part:
SMILES	ADAM10 inh	ADAM17 inh	ssDAF-12 act	GAA850 FXN act	hgDAF-12 ag	PLCb3 inh	sPLA2-III inh	DAX1 inh-1	PLC-gamma1 inh	hcDAF12 agonist	DAX1 inh-2
CC1CCCCN1Cc1ccc(N)cc1 (configuration not stated)	-17	-4	-1.1	-0.3	-0.6	4	8	1.2	1	-0.3	-0.3
O=C(Cc1c[nH]c2ccccc12)Nc1ccc(Nc2cccnc2)c(-c2ccc(Cl)c(Cl)c2)c1	-7	-3	-1.0	/	-0.1	-12	-19	/	-9	2.1	-2.2
CCNC(=O)Nc1cc2nc(C)n(Cc3ccc(Br)cc3)c2nc1C	-3	-5	-0.9	1.9	0.8	1	-1	-1.0	-6	2.4	0.9
Cc1ccccc1C(=O)c1cccn1CC(=O)NCc1ccccc1Cl	-10	-4	-0.7	5.7	7.3	-1	-1	-0.2	1	0.9	2.8
COc1ccc2c3n([n+]([O-])c2c1)CCN=C3c1ccc(Cl)cc1	3	-3	0.3	4.0	6.0	-8	9	1.3	-8	3.8	0.9
Cc1ccc(NC(=O)COC(=O)c2ccc(CN3CCCC3=O)cc2)cc1C	2	1	-0.8	0.2	1.4	0	-2	-1.0	-1	0.1	-0.1
Cc1cc(C)c2[nH]c(=O)c(C(c3nnnn3CC3CCCO3)N3CCC(C)CC3)cc2c1 (configuration not stated)	-114	-23	-0.8	0.8	4.0	-38	-10	1.1	-31	2.6	-0.3
COC(=O)CCC(=O)Nc1ccc(S(=O)(=O)N2CCCCCC2)cc1	4	2	-1.1	-2.2	3.3	-4	-6	0.1	1	-0.9	0.5
CCC(OC(=O)c1nsc(Cl)c1Cl)C(=O)NC(C)(C)CC (configuration not stated)	-1	-1	-1.7	0.7	-2.9	-3	2	-1.2	2	-0.2	-0.3
CN1C(C(=O)Nc2ccccn2)=C(O)c2sccc2S1(=O)=O	0	0	-0.1	0.2	3.1	-1	-4	0.4	0	-0.1	-1.2
CCC(=O)N1CCc2cc(S(=O)(=O)CCC(=O)N3CCN(c4ccc(F)cc4)CC3)ccc21	-12	7	-1.1	0.8	-1.5	-2	8	0.1	3	0.0	-0.9
O=C(Cc1cccs1)N1CCCC(c2nc(-c3ccc(S(=O)(=O)N4CCCC4)cc3)no2)C1 (configuration not stated)	8	1	-2.1	-1.1	-1.5	2	-8	-1.7	3	-3.3	-2.0

Next section:
SMILES	ADAM10 inh	ADAM17 inh	ssDAF-12 act	GAA850 FXN act	hgDAF-12 ag	PLCb3 inh	sPLA2-III inh	DAX1 inh-1	PLC-gamma1 inh	hcDAF12 agonist	DAX1 inh-2
COc1ccccc1C(CNC(=O)C(C)Oc1ccc(Br)cc1)N1CCCC1 (configuration not stated)	-4	-5	-0.7	-2.1	1.3	1	0	-0.3	6	-1.0	1.0
COC(=O)C1=C(NC(=O)c2ccc(C)c(C)c2)CCS1	-4	-2	0.3	3.4	3.8	-11	-15	-0.3	-10	6.1*	0.1
Cn1c(=O)[nH]c(=O)c2c1nc(CN1CCN(c3ccc(F)cc3)CC1)n2CCCc1ccccc1	-2	-8	-1.0	-1.7	-0.8	0	-7	-1.4	1	-1.9	-1.0
CC(=O)N1CCN(c2ccc(NCc3cccc(C)c3)cc2)CC1	-43	-11	-1.6	2.2	-1.9	-105	4	-0.7	-79	-1.4	-0.5
CCOc1ccc(N(CC(=O)NCCCOC)S(C)(=O)=O)cc1	-1	4	-0.9	-4.0	-1.5	0	3	0.8	1	-0.5	0.0
Cc1ccc(C)c(COC(=O)c2cc(S(=O)(=O)N3CCCCC3)ccc2N2CCOCC2)c1	14	4	-1.4	0.7	-2.1	-12	-19	-1.4	-12	-2.1	-2.6
CN(CC(=O)Nc1cccc(F)c1)C(=O)C1CC(=O)N(CCc2ccccc2)C1 (configuration not stated)	-5	-6	0.2	-0.9	0.8	-6	11	-0.6	-1	6.6*	4.2*
O=C1OCCC1Sc1nnc(-c2ccc3c(c2)OCO3)n1-c1ccccc1 (configuration not stated)	1	-5	-0.7	2.0	0.7	2	-9	0.1	-1	-0.3	1.0
Clc1ccc2nsnc2c1NC1=NCCN1	3&-9	2&-1	-0.8&-1.1	-1.4&0.2	0.3&-4.4	5&-3	-2&10	-0.1&-0.5	2&-1	0.5&-0.6	1.4&0.4
O=c1oc2ccccc2c(Nc2ccc3ncccc3c2)c1[N+](=O)[O-]	-7	3	0.1	2.2	-0.2	-52	3	-0.8	-44	3.6	-0.3
CCN(CC)c1ncc(C#N)c(N)n1	-3	5	-0.8	2.8	-1.0	-2	2	/	4	0.3	1.3
Cc1ccc(Cl)c(Cn2cnc3c(cnn3C(C)(C)C)c2=O)c1F	-11	-1	-1.1	1.1	-1.1	1	1	-0.2	1	-3.0	-0.9

Overlap with the part before: 3 entries, then new ones.
SMILES	ADAM10 inh	ADAM17 inh	ssDAF-12 act	GAA850 FXN act	hgDAF-12 ag	PLCb3 inh	sPLA2-III inh	DAX1 inh-1	PLC-gamma1 inh	hcDAF12 agonist	DAX1 inh-2
O=c1oc2ccccc2c(Nc2ccc3ncccc3c2)c1[N+](=O)[O-]	-7	3	0.1	2.2	-0.2	-52	3	-0.8	-44	3.6	-0.3
CCN(CC)c1ncc(C#N)c(N)n1	-3	5	-0.8	2.8	-1.0	-2	2	/	4	0.3	1.3
Cc1ccc(Cl)c(Cn2cnc3c(cnn3C(C)(C)C)c2=O)c1F	-11	-1	-1.1	1.1	-1.1	1	1	-0.2	1	-3.0	-0.9
CS(=O)(=O)c1ccc(Cl)c(NC(=O)COC(=O)CCN2C(=O)C3CC=CCC3C2=O)c1 (configuration not stated)	-2	-2	-1.1	-0.6	1.2	-8	5	0.4	3	-1.4	0.0
c1ccc(C2=NCCCO2)cc1	-4	-1	-1.3	0.7	-3.9	-4	-3	3.6	6	1.3	0.0
O=C(Cc1ccccc1F)Nc1ccc(S(=O)(=O)N2CCCCC2)cc1	7	3	-0.6	0.0	0.5	-4	-15	0.1	-1	-1.0	-0.7
O=C(COc1ccccc1)NC1=NCCS1	1	-3	-0.7	1.5	0.9	-3	4	1.5	1	1.6	-0.4
CC(=O)N1c2ccc(S(=O)(=O)N3CCC(C(=O)NCc4ccc(C)cc4)CC3)cc2CC1C (configuration not stated)	7	3	-1.4	0.3	-2.8	-1	-2	-0.6	5	-2.1	-0.4
O=C(NCCc1ccc(Cl)cc1)C1(c2ccccc2)CC1	3	-1	-1.1	0.7	-0.4	-8	-7	0.2	-4	-0.1	0.2
O=C(NC1CCCN(Cc2ccccc2F)C1)c1cccc(N2CCCC2=O)c1 (configuration not stated)	-7	-1	-1.5	0.5	0.6	-7	5	1.1	0	-2.3	0.1
CC(CC1C(C#N)=C(N)SC(N)=C1C#N)c1ccccc1 (configuration not stated)	-23	-10	-1.6	-2.0	-0.6	-48	-10	-1.5	-43	0.0	-0.3
